Assay outcomes as filed in PubChem.
SW480 rerep: induces DNA re-replication in SW480 colon adenocarcinoma cells | SW480 DNA re-replication, Hoechst DNA content imaging, 48 h | Potency, µM (top dose mostly 46.1 µM), for the others: at the highest dose re-replication activation, actives largely listed as activators | 340,000 tested, 1.8% active | AID 624297; further: potency means the concentration at half of the fitted maximal effect; % of control where 0% means no effect; nearly all actives have a fitted effect of over 55% in size
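Cells (250 per well) received 23 nL compound or DMSO by pin tool and were kept 48 hr at 37 C, 5% CO2. Nuclei were then stained with Hoechst for 40 min and scanned for DNA content.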
HT1080 IDH1KD tx: toxicity to HT-1080 IDH1 knockdown cells (counter line); AID 686971; 360,000 tested, 2% active; Potency, µM (doses to about 46.1 µM), for inactives: at the top dose activity, negative = toxicity, most hits filed as cytotoxic; HT-1080 IDH1 knockdown viability, ATP luminescence, 48 h;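 further: potency means the concentration at half of the fitted maximal effect; 0% = DMSO wells and -100% = cell-free medium wells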
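After a 2 h attachment period, IDH1KD HT-1080 cells took pin-transferred compound for 48 h at 37 °C; ATP-based luminescence after 10 min room-temperature reagent incubation reported viability.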
MCF10A rerep: induces DNA re-replication in MCF 10a normal breast cells. MCF 10A DNA re-replication, Hoechst nuclear intensity, 48 h. Potency, µM (top dose mostly 46.1 µM), for the others: at the highest dose activity, positive = re-replication, hits mostly activators. 350,000 tested, 2.9% active. AID 624296; further: potency means the concentration at half of the fitted maximal effect; % of control where 0% means no effect; nearly all actives have a fitted effect of over 50% in size
IL-1B inflam inh: inhibitors of inflammasome signaling (IL-1 beta secretion) | THP-1 LPS/ATP IL-1B secretion, AlphaLISA, 16 h; stronger effect = lower value | activity change, % at 57.5 µM | 360,000 tested, 4.7% active | AID 743279; in the data active means activity change below about -50%; inconclusive means mostly about -30% to -49%; further: on the % scale 0 is the no-effect control and ±100 the full control effect
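Secreted IL-1B measured by AlphaLISA bead assay after 16 h compound exposure of THP-1 cells; compounds (final up to 57.5 uM) added 1 h before LPS (250 ng/mL) and ATP (1.25 mM) stimulation; lower signal means less secretion.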
GLP1R cytotox: cytotoxic in the GLP-1 receptor inverse agonist counter-screen | HEK293 cAMP-luciferase reporter cells, luminescence, 24 h | Potency, µM (doses to about 38.3 µM), for inactives: top-dose activity change, negative = inhibition, usual class: inhibitors | 410,000 tested, 0.13% active;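 further: loss of luciferase light is scored as toxicity; potency means the concentration at half of the fitted maximal effect; on the % scale 0 is the no-effect control and ±100 the full control effect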
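Cells in DMEM/10% Nu serum/1% pen-strep, 1536-well format. Pre-incubated 12 h, dosed with 23 nL compound, incubated a further 24 h. Luciferase detection, 12 min at room temp, luminescence.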
DRD3 agonist: activates the human D3 dopamine receptor; D3R DiscoveRx beta-arrestin cells, luminescence, 90 min; max activation, %; 410,000 tested, 0.58% active; in the data active means max activation above about 30%; further: 0% is about no effect; mostly tested at two doses, the higher about 12 µM
Target sequence (P35462 whole entry, looked up): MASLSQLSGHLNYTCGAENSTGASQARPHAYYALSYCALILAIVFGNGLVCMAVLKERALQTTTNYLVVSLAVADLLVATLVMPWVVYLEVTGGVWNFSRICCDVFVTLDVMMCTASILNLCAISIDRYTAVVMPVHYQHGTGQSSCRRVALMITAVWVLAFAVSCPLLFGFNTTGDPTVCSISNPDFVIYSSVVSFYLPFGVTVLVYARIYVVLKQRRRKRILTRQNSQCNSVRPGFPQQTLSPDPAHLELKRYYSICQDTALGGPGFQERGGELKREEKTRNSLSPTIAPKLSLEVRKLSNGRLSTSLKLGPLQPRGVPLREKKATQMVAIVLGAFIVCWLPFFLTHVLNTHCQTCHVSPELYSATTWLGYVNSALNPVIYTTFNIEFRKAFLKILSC
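Agonist-mode cell screen: cells plated at 1500/well and incubated overnight at 37 °C, then exposed to library compounds for 90 min at 37 °C. Detection reagent was added for 30–60 min at room temperature, and luminescence was read.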
KB-3-1 cytotox: KB-3-1 parental cell cytotoxicity; 400,000 tested, 1.4% active; KB-3-1 viability, CellTiter-Glo ATP luminescence, 72 h; Potency, µM (series often up to 46.1 µM), for the others: at the top dose activity change, negative = cytotoxic, most hits filed as cytotoxic; further: potency means the concentration at half of the fitted maximal effect; on the % scale 0 is the no-effect control and ±100 the full control effect; nearly all actives have a fitted effect of over 60% in size
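Here the drug-naive KB-3-1 line serves as comparator for MDR sub-line selectivity; cells received compound titrations, 72 h at 37 °C, then CellTiter-Glo readout.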
KB-V1 MDR tox: kills drug-selected multidrug resistant KB-V1 cells; KB-V1 MDR cells viability, CellTiter-Glo, 72 h; Potency, µM (doses to about 46.1 µM), inactives show at the highest dose activity change, negative = cytotoxicity, most hits filed as cytotoxic; 400,000 tested, 3.4% active; further: potency means the concentration at half of the fitted maximal effect; on the % scale 0 is the no-effect control and ±100 the full control effect; nearly all actives have a fitted effect of over 60% in size
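KB-V1, DMEM (no phenol red) + 10% FBS; cpd pin-transferred, titration series; 72 h, 37 degrees C; CellTiter-Glo, luminescence. Data normalized, curve-fit.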
HT1080-NT tox: kills 2HG-producing HT-1080-NT fibrosarcoma cells; HT-1080-NT fibrosarcoma viability, CellTiter-Glo ATP luminescence, 48 h; Potency, µM (highest dose often 46.1 µM), for the others: at the highest dose activity, negative = less viability, hits mostly cytotoxic; 360,000 tested, 1.6% active; AID 686970;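 further: NT is the 2HG producing partner of a matched IDH1 knockdown line; potency means the concentration at half of the fitted maximal effect; 0% = DMSO-treated cells and -100% = media-only wells without cells; nearly all actives have a fitted effect of over 55% in size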
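Toxicity toward the 2HG-producing NT line was scored as %Activity, normalised to DMSO and no-cell wells, from CellTiter-Glo luminescence after 48 hours' treatment.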
* hit, by the source's call; ? = inconclusive; · = not tested or not shown; [ ] = another dose, or the depositor's remark. Unless noted, the call rests on the fitted dose curve; in most records, active means well fitted curve in the direction sought with a large enough effect; inconclusive means small, poorly fitted or top-dose-only effect, or another doubt; inactive means no such curve, though single readings can be large; an effect the other way counts as inactive or inconclusive.

Start of the data: the first 5 records, to show the layout:
item	Molecule	KB-V1 MDR tox	HT1080-NT tox	GLP1R cytotox	KB-3-1 cytotox	DRD3 agonist
1	CCCN(CC(=O)NC(=O)NCc1ccccc1)CC(=O)Nc1ccc(F)c(F)c1F	?	?	-4%	-8%	1
2	CCCCn1nnnc1C(c1ccccc1)N1CCN(CCN2CCOCC2)CC1 (stereo not drawn)	7%	-10%	5%	-5%	-12
3	COC(=O)C(NC(=O)c1cccnc1Cl)C(C)C (stereo not drawn)	1%	14%	5%	0%	1
4	COc1cccc(N2C(=O)C(Cc3c[nH]c4ccccc34)NC2=S)c1 (stereo not drawn)	?	7%	-12%	?	-4
5	COc1ccc(-c2ccc(CN3C(CC(C)C)C(=O)N(Cc4cn(CCC5OCCCO5)nn4)CCS3(=O)=O)cc2)cc1OC (stereo not drawn)	-13%	-7%	4%	?	4

item	HT1080 IDH1KD tx	SW480 rerep	MCF10A rerep	IL-1B inflam inh
1	?	·	·	?
2	10%	·	·	42
3	11%	-3%	-2%	9
4	16%	10%	13%	-21
5	-14%	·	·	1

This part in full, previewed entries included:
item	Molecule	KB-V1 MDR tox	HT1080-NT tox	GLP1R cytotox	KB-3-1 cytotox	DRD3 agonist
1	CCCN(CC(=O)NC(=O)NCc1ccccc1)CC(=O)Nc1ccc(F)c(F)c1F	?	?	-4%	-8%	1
2	CCCCn1nnnc1C(c1ccccc1)N1CCN(CCN2CCOCC2)CC1 (stereo not drawn)	7%	-10%	5%	-5%	-12
3	COC(=O)C(NC(=O)c1cccnc1Cl)C(C)C (stereo not drawn)	1%	14%	5%	0%	1
4	COc1cccc(N2C(=O)C(Cc3c[nH]c4ccccc34)NC2=S)c1 (stereo not drawn)	?	7%	-12%	?	-4
5	COc1ccc(-c2ccc(CN3C(CC(C)C)C(=O)N(Cc4cn(CCC5OCCCO5)nn4)CCS3(=O)=O)cc2)cc1OC (stereo not drawn)	-13%	-7%	4%	?	4
6	COc1cc(/C=C2\SC(=S)N(NC(=O)c3ccncc3)C2=O)ccc1O	12%	8%	?	-1%	-3
7	O=C(Cc1ccc(Cl)cc1)NCCS(=O)(=O)N1CCN(c2ccccc2F)CC1	7.3µM*	?	-26%	13µM*	-21
8	Cc1sc(NC(=O)CN(C(=O)c2ccccc2F)C2CCCC2)c(C(N)=O)c1C	?	-20%	-2%	-12%	-24

item	HT1080 IDH1KD tx	SW480 rerep	MCF10A rerep	IL-1B inflam inh
1	?	·	·	?
2	10%	·	·	42
3	11%	-3%	-2%	9
4	16%	10%	13%	-21
5	-14%	·	·	1
6	11%	-15%	-26%	2
7	?	?	18µM*	4
8	-17%	2%	0%	-7

Continuation.
item	Molecule	KB-V1 MDR tox	HT1080-NT tox	GLP1R cytotox	KB-3-1 cytotox	DRD3 agonist
9	Cc1csc(NC(=O)CSc2nccn2Cc2ccco2)n1	15%	3%	7%	2%	-3
10	COc1cc(/C=C2\SC(=S)N(CC(=O)Nc3ccccn3)C2=O)cc(OC)c1OC	1%	-4%	?	?	2
11	COc1ccc(CCNC(=O)COC(=O)/C=C/c2ccc(OCC#N)c(OC)c2)cc1OC	3%	11%	-14%	15%	-2
12	COc1ccc(NC(=O)c2ccc(C(=O)c3ccccc3)o2)cc1	-4%	-6%	-17%	10%	0
13	c1ccc(OCc2noc(CN3CC[C@@H]4CCCC[C@H]4C3)n2)cc1	7%	1%	30%[activator]	4%	-10
14	Cc1nc(N2CCCC2C(=O)O)c2oc3ccccc3c2n1 (stereo not drawn)	6%	12%	7%	8%	-6
15	CN(C(=O)CSc1nc2ccccc2[nH]1)C1CCS(=O)(=O)C1 (stereo not drawn)	0%	5%	3%	23%	6
16	CC(OC(=O)Cn1cnc2c1c(=O)n(C)c(=O)n2C)C(=O)NCc1ccccc1 (stereo not drawn)	-14%	1%	-1%	-5%	3

item	HT1080 IDH1KD tx	SW480 rerep	MCF10A rerep	IL-1B inflam inh
9	1%	-18%	29%	7
10	-22%	?	0%	11
11	7%	-6%	0%	6
12	-8%	-7%	-5%	-21
13	-1%	0%	6%	29
14	14%	-1%	1%	0
15	3%	-50%[inhibitor]	1%	-4
16	1%	-9%	?	-14

Additional records
item	Molecule	KB-V1 MDR tox	HT1080-NT tox	GLP1R cytotox	KB-3-1 cytotox	DRD3 agonist
17	CC1Cc2ccccc2N1C(=O)CN1CCN(S(=O)(=O)c2cccs2)CC1 (stereo not drawn)	3%	10%	-12%	-4%	-9
18	COc1ccc(-c2nc(C(N)=O)c3[nH]c(=O)n(-c4cccc(C)c4)c3n2)c(OC)c1	?	-12%	2%	0%	-5
19	CCOc1ncccc1C(=O)Nc1ccc(S(=O)(=O)NC2=NCCCCC2)cc1	?	9%	7%	3%	5
20	O=C(O)C1=NN(c2c(F)c(F)cc(F)c2F)C(=O)CC1	7%	-2%	-1%	-3%	10
21	CC(=O)NC(c1ccco1)c1cc(Cl)c2ccccc2c1O (stereo not drawn)	-7%	·	·	-11%	·
22	Cc1cc(=O)oc2cc(OC(C)C(=O)Nc3ccc(N4CCOCC4)cc3)ccc12 (stereo not drawn)	6%	7%	-6%	8%	-9
23	Cc1noc(C)c1C(=O)OCC(=O)Nc1c(F)cccc1F	-7%	7%	7%[0.307 µM]	-12%	-5
24	Cn1c(SCC(=O)c2c(N)n(C)c(=O)n(C)c2=O)nnc1-c1ccccc1F	13%	22%	0%	-4%	1

item	HT1080 IDH1KD tx	SW480 rerep	MCF10A rerep	IL-1B inflam inh
17	0%	2%	3%	0
18	-10%	-5%	0%	-9
19	17%	-1%	1%	?
20	5%	-4%	-7%	19
21	·	?	?	·
22	4%	-2%	-15%	-13
23	4%	-2%	-4%	8
24	23%	3%	-47%[inhibitor]	6

Going on with the list:
item	Molecule	KB-V1 MDR tox	HT1080-NT tox	GLP1R cytotox	KB-3-1 cytotox	DRD3 agonist
25	COc1ccc(-n2nc(C(N)=O)nc2-c2ccccc2)cc1	18%	0%	-2%	-1%	-2
26	Cc1ccc([C@@H]2C[C@H]3[C@@H](CN2S(=O)(=O)c2ccc(C)cc2)C(=O)C[C@@H](c2ccccc2)N3S(=O)(=O)c2ccc(C)cc2)cc1	-2%	4%	3%	-10%	2
27	CC1(C)Cc2nc(Cl)c(C(N)=O)cc2CO1	3%	6%	14%	3%	5
28	Cc1ccc(-c2cc(C(F)(F)F)nc(SCC(=O)c3cccc([N+](=O)[O-])c3)n2)cc1	?	-23%	62%	-9%	-3
29	Cc1ccc(NC(=O)c2cncc(Br)c2)nc1	0%	1%	1%	0%	4
30	O=C(O)CC(NC(=O)C(F)(F)F)c1ccc2c(c1)OCO2 (stereo not drawn)	8%	2%	-2%[7.66 µM]	2%	1
31	Cc1nc2ccccc2c(=O)n1NS(C)(=O)=O	25%	15%	-1%	-3%	2
32	CCOC(=O)C1C(=O)CC(C)(O)C(C(=O)OCC)C1c1ccco1 (stereo not drawn)	15%	-1%	4%	0%	-7

item	HT1080 IDH1KD tx	SW480 rerep	MCF10A rerep	IL-1B inflam inh
25	-7%	-5%	2%	14
26	-9%	·	·	30
27	5%	4%	6%	-15
28	1%	?	?	-53*
29	4%	16%	?	-21
30	3%	1%	0%	20
31	13%	3%	0%	-3
32	-6%	?	18%[9.22 µM]	7

Further results follow.
item	Molecule	KB-V1 MDR tox	HT1080-NT tox	GLP1R cytotox	KB-3-1 cytotox	DRD3 agonist
33	O=S(=O)(c1cccc(-c2n[nH]c(=S)n2Cc2ccccc2)c1)N1CCOCC1	-1%	-4%	3%	-20%	-3
34	O=C(Nc1cccc(Cl)c1)c1ccc2nc(Cc3ccccc3)oc2c1	?	·	?	15µM*	-18
35	NC(=O)C1CCN(C(=O)c2cc(-c3ccc(Cl)cc3)nc3ccccc23)CC1	0%	4%	-27%	8%	6
36	COc1cccc(N/N=C/c2cccc(Br)c2O)c1	-1%	-19%	-16%	-9%	-2
37	Cc1cc(C)c(S(C)(=O)=O)c(Oc2ccc(F)cc2)n1	-25%	10%	11%	-2%	-10
38	Cc1ccc(C)c(N2CC(=O)N(c3cc(C)ccc3C)CC2=O)c1	0%	-8%	11%	1%	-3
39	Cc1ccccc1Cn1c(CN2CCN(C(=O)c3ccco3)CC2)nc2c1c(=O)n(C)c(=O)n2C	0%	13%	2%	?	2
40	Cc1ccc(C)c(C(O)c2ncc(-c3ccccc3)[nH]2)c1 (stereo not drawn)	-18%	-1%	3%	0%	-9

item	HT1080 IDH1KD tx	SW480 rerep	MCF10A rerep	IL-1B inflam inh
33	2%	-1%	4%	1
34	·	·	·	·
35	-3%	-6%	9%	-15
36	?	?	?	26
37	2%	-84%[inhibitor]	-2%	12
38	-2%	3%	0%	2
39	-3%	-3%	-4%	-11
40	10%	·	·	-14

Next compounds:
item	Molecule	KB-V1 MDR tox	HT1080-NT tox	GLP1R cytotox	KB-3-1 cytotox	DRD3 agonist
41	COc1ccc(CNC(=O)c2ccc3c(c2)N(Cc2ccccc2F)C(=O)c2ccccc2S3(=O)=O)cc1	17%	·	4%	-2%	-11
42	O=C(CN1C(=O)c2ccccc2S1(=O)=O)Nc1cccc(S(=O)(=O)N2CCOCC2)c1	26%	8%	-2%	0%	1
43	Cc1cc(C)n2nc(SCC(=O)Nc3ccc(S(=O)(=O)N(C)C)cc3)nc2n1	0%	4%	-11%	0%	4
44	CN(Cc1ccc(C(C)(C)C)cc1)C(=O)C1CCN(C(=O)Nc2ccccc2)CC1	-9%	-19%	-4%	?	6

item	HT1080 IDH1KD tx	SW480 rerep	MCF10A rerep	IL-1B inflam inh
41	·	·	·	·
42	22%	-3%	0%	40
43	2%	8%	1%	4
44	-24%	-274%[inhibitor]	31%	-60*
